Epigenetic reg = regulators of epigenetic silencing causing reporter derepression in mouse cells; murine LDR cells, GFP reporter derepression, 30 h; Potency, µM (titrated, usually from 53.9 µM), without a hit: top-dose GFP activation, usual class: activators; 0.2% of 280,000 active; also: potency is read from the fitted curve at half-maximal effect; % of control where 0% means no effect; nearly all actives have a fitted effect of over 60% in size
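Reporter derepression read as number of fluorescent GFP-positive objects, 20-120 um in size, counted by laser-scanning cytometer. Mouse LDR line with an epigenetically silenced CMV-GFP locus; compound incubation 30 h, 37 C.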
CBFb RUNX1 block = CBF-beta/RUNX1 interaction disruption. Q01196+Q13951. AlphaScreen CBFb-His/RUNX1-biotin binding, biochemical. Potency, µM (top dose mostly 59.8 µM), for inactives: top-dose activity, negative = inhibition, usual class: inhibitors. 230,000 tested, under 10 active. AID 1477; also: % of control where 0% means no effect
Target sequence (Q01196 whole entry, looked up): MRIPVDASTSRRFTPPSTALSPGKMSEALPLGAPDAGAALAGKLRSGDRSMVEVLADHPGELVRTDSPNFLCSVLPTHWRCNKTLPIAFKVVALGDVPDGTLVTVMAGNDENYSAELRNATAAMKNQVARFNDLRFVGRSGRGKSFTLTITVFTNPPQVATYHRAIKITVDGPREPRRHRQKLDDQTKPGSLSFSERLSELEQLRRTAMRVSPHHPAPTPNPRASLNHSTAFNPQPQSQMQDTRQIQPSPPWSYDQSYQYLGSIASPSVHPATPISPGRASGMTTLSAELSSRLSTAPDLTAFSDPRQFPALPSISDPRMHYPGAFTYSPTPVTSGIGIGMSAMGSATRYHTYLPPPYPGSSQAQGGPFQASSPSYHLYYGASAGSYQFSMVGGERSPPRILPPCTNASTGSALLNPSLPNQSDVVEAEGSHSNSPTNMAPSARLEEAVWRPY
Target sequence (Q13951 whole entry, looked up): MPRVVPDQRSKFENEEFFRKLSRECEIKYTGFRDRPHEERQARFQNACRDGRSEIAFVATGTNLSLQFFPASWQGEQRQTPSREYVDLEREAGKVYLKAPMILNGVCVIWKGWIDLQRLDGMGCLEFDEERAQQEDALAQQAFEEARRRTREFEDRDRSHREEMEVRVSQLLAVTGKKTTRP
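Interaction loss through any mechanism counts as activity. Pre-formed complex of His-CBF-beta and biotin-RUNX1 (30 nM apiece) is incubated with compound 15 min, then with 50 ng nickel and 50 ng streptavidin beads for 90 min before AlphaScreen detection.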
NPSR antag = blocks cAMP signaling of the human neuropeptide S receptor | CHO-NPSR cells, cAMP TR-FRET, antagonist mode | Potency, µM (doses to about 38.3 µM), without a hit: at the top dose activity change, negative = inhibition, actives largely listed as inhibitors | 1% of 220,000 active; also: potency is read from the fitted curve at half-maximal effect; % is scaled to controls: 0 for no effect and ±100 for the full control effect; nearly all actives have a fitted effect of over 50% in size; many of its hits are not listed in these tables
Target sequence (Q6W5P4 whole entry, looked up): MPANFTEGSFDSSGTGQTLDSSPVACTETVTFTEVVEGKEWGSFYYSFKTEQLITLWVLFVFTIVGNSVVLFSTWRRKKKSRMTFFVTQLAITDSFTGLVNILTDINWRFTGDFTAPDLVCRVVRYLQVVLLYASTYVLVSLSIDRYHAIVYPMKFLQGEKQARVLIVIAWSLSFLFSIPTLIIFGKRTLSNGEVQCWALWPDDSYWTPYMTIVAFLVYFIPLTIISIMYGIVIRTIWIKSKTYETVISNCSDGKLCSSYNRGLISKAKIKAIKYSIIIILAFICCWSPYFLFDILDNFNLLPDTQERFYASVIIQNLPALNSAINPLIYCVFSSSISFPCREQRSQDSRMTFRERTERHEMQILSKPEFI
Luc counter = counter-screen: inhibitors of Kinase-Glo firefly luciferase; Q27757; Kinase-Glo luciferase, ATP luminescence, 8 min; AID 1379; Potency, µM (top dose mostly 38.3 µM), inactives show at the highest dose activity change, negative = inhibition, most hits filed as inhibitors; 0.28% of 200,000 active; also: potency is read from the fitted curve at half-maximal effect; % is scaled to controls: 0 for no effect and ±100 for the full control effect; nearly all actives have a fitted effect of over 60% in size
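Kinase-Glo luciferase light output from ATP and luciferin was measured with 10 uM ATP, within the enzyme's linear range. Buffer: 50 mM imidazole pH 7.2, 50 mM KCl, 7 mM MgCl2, 0.01% Tween 20, 0.05% BSA; luminescence read after 8 min at ambient temperature.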
Lamin A splicing = modulators of lamin A splicing. Potency, µM (highest dose often 46.1 µM), for the others: top-dose ratio change, negative = inhibition, most hits filed as inhibitors. AID 1487. HeLa LMNA splicing GFP/RFP minigene ratio, 48 h. 0.01% of 200,000 active; active = well fitted inhibition curve with a large enough effect in the signal ratio, with a control signal flat, not every such curve was filed as active; inconclusive = small, poorly fitted or top-dose-only effect, or effect the other way, or a change in a side signal; the % refers to the signal ratio; also: potency is read from the fitted curve at half-maximal effect; % is scaled to controls: 0 for no effect and ±100 for the full control effect
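Read-out is the ratio of GFP to DsRed2 object intensity, acquired by 488 nm laser-scanning cytometry on HeLa lamin A-EGFP minigene reporter cells. Compound incubation 48 hrs at 37 °C in Opti-MEM with 2% FBS; DMSO 0.5% final.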
HTT aggregate = reduces HttQ103-GFP aggregates in PC12 cells; PC12 HttQ103-GFP aggregates, Acumen cytometry, 40 h; Potency, µM (doses to about 46.1 µM), for inactives: top-dose activity change, negative = inhibition, usual class: inhibitors; 1.1% of 220,000 active; also: potency is read from the fitted curve at half-maximal effect; % is scaled to controls: 0 for no effect and ±100 for the full control effect; nearly all actives have a fitted effect of over 60% in size
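Compounds (qHTS titration) were added to PC12 cells expressing an ecdysone-driven HTT exon 1 Q103–GFP fusion after induction with 100 nM tebufenozide. Aggregate formation was measured as GFP objects in cell lysates.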
IMPase Li inh = IMPase inhibition in cells with lithium potentiation. CHO-M1 cells, IP1 TR-FRET (IP-One), carbachol + lithium. Potency, µM (top dose mostly 59.4 µM), for inactives: at the highest dose activity, negative = IMPase inhibition, most hits filed as inhibitors. 0.35% of 210,000 active;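 also: IP1 builds up when IMPase is blocked and the TR-FRET signal falls; potency is read from the fitted curve at half-maximal effect; plate controls were basal vehicle for no effect and high inhibitor control for full effect; nearly all actives have a fitted effect of over 50% in size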
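Lithium-sensitised IP1 accumulation assay; M1-expressing CHO cells treated 30 min at 37C with compound. Competitive antibody detection by time-resolved FRET followed a 10 min room-temperature lysis step.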
An asterisk follows results filed as active; ? = inconclusive; · = no result given; & = joins results of further samples; [ ] = dose if it differs, or a comment. Unless noted, calls follow the shape of the dose curve; as a rule, active = well fitted curve in the direction sought with a large enough effect; inconclusive = small, poorly fitted or top-dose-only effect, or another doubt; inactive = no such curve, though single readings can be large; an effect the other way counts as inactive or inconclusive. This is a subset; the hit share may differ from the screen's.

SMILES	Epigenetic reg	CBFb RUNX1 block	NPSR antag	Luc counter	Lamin A splicing	HTT aggregate	IMPase Li inh
Cc1cc(C)c2cc(CN(Cc3nnnn3Cc3ccc(F)cc3)C3CCCC3)c(=O)[nH]c2c1	0.0%	0%	-13%[46.1 µM]	-3%	?	-7%	0%[38.3 µM]
C=CCNC(=O)CCCc1ccccc1	-2.4%	9%	-3%[46.1 µM]	0%	-4%	-12%	-8%[38.3 µM]
COC(OC)c1ccnc(-c2ccc(OC(C)=O)cc2)n1	-2.6%	13%	6%	-3%	21%[46 µM]	-9%	-2%
COC(=O)c1ccc(-n2c(C)ccc2-c2ccccc2)cc1	-1.2%	3%	?	5%	6%	-1%	27%
CCCNS(=O)(=O)c1ccc(OCC(=O)N2CCOCC2)cc1	0.1%	0%	2%[46.1 µM]	3%	-1%	-8%	-1%
COc1ccc(C(=O)Oc2cccnc2)cc1	-2.9%	1%	1%[46.1 µM]	-6%	12%	-9%	-11%[38.3 µM]
Nc1nc(CSc2ccc(Cl)cc2)nc(N2CCCCC2)n1	-1.1%	0%	-14%	-2%	?	·	18%
CCc1ccc2nc(N3C(=O)c4oc5ccccc5c(=O)c4C3c3ccc(OC)c(OC)c3)sc2c1 (stereo not drawn)	-2.2%	7%	2%	2%	-8%	10%	-5%
O=C(CN1CCN(S(=O)(=O)c2ccc3ccccc3c2)CC1)N1CCc2ccccc2C1	0.0%	-1%	-7%[46.1 µM]	3%	?	-16%	2%[38.3 µM]
CC(OC(=O)C(NC(=O)c1ccco1)C(C)C)C(=O)Nc1ncc(Cl)cc1Cl (stereo not drawn)	0.0%	-1%	-9%[46.1 µM]	0%	-2%	12%	6%[38.3 µM]
Cc1cc(C(=O)Nc2cccc(O)c2)co1	-1.0%	-2%	-14%[46.1 µM]	-21%	-1%	?	30%[38.3 µM]
CC(C)[C@H](NC(=O)OCc1ccccc1)C(=O)N[C@H](C=O)Cc1ccccc1	4.9%&0.0%	-23%&25%	-13%[46.1 µM]	-1%	?	·	5%&-13%
COc1ccc(CCN(C)c2ncnc3sccc23)cc1OC	-2.5%	-7%	4%	0%	?	-11%	2%
CCOCc1nnc(NC(=O)CSc2ccc(C)cc2)s1	-2.4%	6%	-2%[46.1 µM]	0%	-11%	5%	8%
O=C(c1cc2ccccc2o1)N1CC=C(c2ccccc2)CC1	1.6%	2%	-2%	·	·	10%[9.22 µM]	·
CCOC(=O)N1CCN(C(=O)CN(c2ccc(OC)cc2)S(C)(=O)=O)CC1	1.0%	-2%	-1%[46.1 µM]	-1%	-7%	-31%	2%
COc1cc(C(=O)NNC(=S)NC(=O)c2ccccc2C)cc(OC)c1OC	3.0%	-20%	-1%	1%	?	-27%	8%
Cc1ccc(-n2c(SCC(=O)N/N=C/c3ccc(C)s3)nnc2-c2ccccc2)cc1	0.0%	-14%	-36%	-1%	-2%	?	10%
O=C(NCc1ccncc1)Nc1ccc(F)cc1	0.0%	8%	-8%[46.1 µM]	0%	8%	30%	27%[38.3 µM]
CCOn1c(=O)c(-c2ccc(OC)c(OC)c2)[n+]([O-])c2ccccc21	0.0%	-9%	-13%[46.1 µM]	0%	?	-3%	1%[38.3 µM]
CCC(C)Sc1nc(O)cc(=O)[nH]1 (stereo not drawn)	-1.1%	6%	-14%[46.1 µM]	-2%	15%	14%	-10%[38.3 µM]
COCCN(C(=O)C(C)C)c1nnc(-c2ccc(C(C)(C)C)cc2)s1	5.0%	5%	47%	-3%	?	6%[9.22 µM]	21%
O=C(COc1ccccc1Cl)NCc1ccco1	0.0%	8%	-2%[46.1 µM]	0%	-4%	-2%	-3%
O=C(NCC(c1cccnc1)N1CCN(c2ccccc2F)CC1)C1CCCCC1 (stereo not drawn)	-4.5%	-3%	-19%[46.1 µM]	4%	-14%	0%[9.22 µM]	1%[38.3 µM]
CCCCC1C2=C(CCCC2=O)OC2=C1C(=O)CCC2	-1.0%	4%	18%	1%	-5%	7%	1%
CCCCCCn1cnc2c(oc3nc4c(cc32)CCCC4)c1=O	0.0%	9%	-20%[46.1 µM]	0%	-7%	6%	5%
O=C(Nc1ccc(Cl)c([N+](=O)[O-])c1)C(Sc1ccccc1)c1ccccc1 (stereo not drawn)	-1.1%	1%	?	10%	?	-9%	19%
CN(CCN1CCOCC1)Cc1nc(-c2cccs2)no1	-1.4%	2%	-7%	-3%	?	0%[9.22 µM]	7%
CCOc1ccc(N=c2scc(-c3ccccc3)n2CCO)cc1	-1.4%	?	-16%[46.1 µM]	1%	?	?	9%[38.3 µM]
Cc1ccc(S(=O)(=O)N2CCCCC2)cc1NC(=O)COC(=O)Cc1cccc(C(F)(F)F)c1	3.8%	2%	0%	3%	3%	-5%	-1%
N=C(N)N	1.1%	·	·	-2%	-7%	·	13%
CC(=O)Oc1cc2c(C(=O)NCCN3CCOCC3)c(C)oc2c2ccccc12	-1.1%	-4%	-9%[46.1 µM]	-1%	?	5%	-2%[38.3 µM]
COC(=O)c1cc(=O)n(Cc2ccco2)c(=Nc2ccc(F)cc2)s1	-0.2%	-6%	?	·	·	-8%[9.22 µM]	13%
Cc1ccc(C(=O)Nc2c(C)cc(-c3ccccc3)oc2=O)cc1	-0.4%	3%	1%	-2%	-9%[46 µM]	7%	3%
COc1ccc(NC2=CC(=S)NC(C)(C)C2)cc1	-2.0%	1%	1%	·	·	10%[9.22 µM]	·
CCN(Cc1ccccc1)C(=O)c1cc2c(=O)oc3ccc(C)cc3c2s1	-1.1%&12%	-3%	?	2%	?	-31%	12%[38.3 µM]
Oc1c(Br)cc(Br)cc1C=Nc1ccc2c(c1)OCO2	1.0%	-4%	-47%	-7%	-7%	-10%	-13%
CC(C)C(=O)Nc1ccc(C(=O)NNC(=S)NC(=O)c2ccccc2[N+](=O)[O-])cc1	1.1%	-3%	6%	6%	0%[46 µM]	11%	6%
CN(/N=C/c1ccc(O)cc1O)c1nc(-c2ccccc2)cc(-c2ccccc2)n1	?	-15%	-4%[46.1 µM]	-1%	?	5%	1%
C=CC[C@](C)(O)c1ccccc1	0.0%	-6%	·	-1%	·	·	9%
CN1C(=O)C2(C(C#N)=C(N)N(c3ccc(Cl)cc3)C3=C2C(=O)CC(C)(C)C3)c2ccccc21 (stereo not drawn)	0.0%	0%	-15%[46.1 µM]	-2%	-2%	-1%	22%[38.3 µM]
Cn1cnnc1SCCNS(=O)(=O)c1ccccc1	-2.6%	0%	3%[46.1 µM]	-2%	?	8%	16%[38.3 µM]
O=C(COc1ccc(Cl)cc1Cl)N1CCN(c2ccccn2)CC1	-0.9%	1%	-15%	-1%	-18%[46 µM]	-1%[9.22 µM]	9%
O=C(Nc1ccc(OC(F)F)cc1)c1ncc(Cl)c(Cl)c1Cl	8.1%	9%	-24%	1%	?	9%	19%
O=C(CSc1nnc(-c2ccco2)n1-c1ccccc1)N1CCN(C(=O)c2ccco2)CC1	-0.8%	6%	5%[46.1 µM]	5%	-5%	1%	8%[38.3 µM]
O=C(NCC1CCCO1)C(=O)N/N=C/c1cc(Cl)ccc1O (stereo not drawn)	1.1%	?	2%	·	·	-17%[9.22 µM]	·
CC(C)c1nnc(NC(=O)CS(=O)(=O)Cc2ccccc2)s1	-4.7%	1%	1%	7%	·	4%[9.22 µM]	-11%
Cc1ccc(-n2nnnc2SCc2ccccn2)cc1C	-5.5%	4%	-17%[46.1 µM]	-3%	-5%	1%	28%[38.3 µM]
O=c1c2ccccc2nc(-c2ccccc2)n1Cc1ccc(Cl)cc1	-1.0%	6%	-19%[46.1 µM]	-6%	-18%	-18%	42%[activator][38.3 µM]
O=C(NC(=S)Nc1nc(-c2ccc(Cl)cc2)cs1)c1cccs1	1.5%	0%	-37%	1%	·	18%	-4%

Complete entries, looked up by structure.
Cn1cnnc1SCCNS(=O)(=O)c1ccccc1 in the list: Epigenetic reg = -2.6%; CBFb RUNX1 block = 0%; NPSR antag = 3%[46.1 µM]; Luc counter = -2%; Lamin A splicing = ?; HTT aggregate = 8%; IMPase Li inh = 16%[38.3 µM]
CN1C(=O)C2(C(C#N)=C(N)N(c3ccc(Cl)cc3)C3=C2C(=O)CC(C)(C)C3)c2ccccc21 (stereo not drawn) in the list: Epigenetic reg = 0.0%; CBFb RUNX1 block = 0%; NPSR antag = -15%[46.1 µM]; Luc counter = -2%; Lamin A splicing = -2%; HTT aggregate = -1%; IMPase Li inh = 22%[38.3 µM]

Later entries.
SMILES	Epigenetic reg	CBFb RUNX1 block	NPSR antag	Luc counter	Lamin A splicing	HTT aggregate	IMPase Li inh
CS(=O)(=O)Nc1ccc(C(=O)NCc2ccco2)cc1	-0.8%	6%	-10%[46.1 µM]	-2%	7%	-6%	-1%[38.3 µM]
CCCCc1ccc(NC(=S)N2CCCC(C)C2)cc1 (stereo not drawn)	-0.1%	14%	-13%	2%	?	5%	10%
CCN1CCCC1CNC(=O)Cn1ncc2c(=O)oc3ccc(C)cc3c21 (stereo not drawn)	-0.8%	9%	6%[46.1 µM]	2%	4%	-13%	27%[38.3 µM]
COc1ccc(Oc2coc3c(CN4CCOCC4)c(O)ccc3c2=O)cc1	0.0%	-2%	10%[46.1 µM]	0%	-8%	-13%	40%[activator][38.3 µM]
Fc1ccc(Nc2nnc(C(F)(F)F)s2)cc1Cl	0.5%	14%	11%	·	·	-13%[9.22 µM]	·
COc1cc(NC(=O)CN2C(=O)NC(C)(c3ccccc3)C2=O)c(C)cc1[N+](=O)[O-] (stereo not drawn)	0.0%	-6%	-8%[46.1 µM]	2%	-19%	-3%	-2%
COc1ccc([N+](=O)[O-])cc1NC(=O)COC(=O)/C=C/c1ccco1	-1.9%	-4%	4%	5%	8%	-15%	2%
O=C1C2CCCN2C(c2ccccc2)N1c1ccc(F)cc1 (stereo not drawn)	0.0%	0%	0%[46.1 µM]	0%	1%	-7%	7%[38.3 µM]
COC(=O)[C@H](C)NC(=O)Nc1ccc(S(N)(=O)=O)cc1	-0.3%	5%	2%[46.1 µM]	·	4%	10%	·
N#CCC(=O)N1CCN(C=O)CC1	-1.1%	0%	9%	1%	·	2%	16%
CS(=O)(=O)N(CC(=O)Nc1c(F)cccc1F)c1cccc([N+](=O)[O-])c1	-0.2%	2%	-7%[46.1 µM]	·	?	-4%	·

Screening data (PubChem)
